# Assay outcomes from PubChem BioAssay.
# FXN GAA850 act = activators of GAA850 frataxin (FXN) promoter | HEK293 lucGAA850 FXN promoter luciferase reporter, 24 h; percent of 10 µM SAHA response | actives 0.56% (n = 360,000) | AID 540364 | activation, % at 6 µM;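 active means activation above the average of all compounds screened plus 3 SD, cutoff fixed separately per campaign, cut at about 7.5% in these data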;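 further: 0% = DMSO wells and 100% = 10 µM SAHA wells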
# HGIII-sPLA2 inh = Inhibits HGIII-sPLA2 liposome hydrolysis, primary screen; actives 0.56% (n = 370,000); inhibition, % at 12.2 µM; Q9NZ20; AID 743126; QFRET BODIPY PC-A2 liposome hydrolysis, fluorescence;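 active means inhibition above mean plus 3 SD of compounds lying within the high and low control bounds, cut at about 19% in these data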;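 further: 0% = median of test compound wells and 100% = no enzyme DMSO wells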
# Target sequence (Q9NZ20 whole entry, looked up): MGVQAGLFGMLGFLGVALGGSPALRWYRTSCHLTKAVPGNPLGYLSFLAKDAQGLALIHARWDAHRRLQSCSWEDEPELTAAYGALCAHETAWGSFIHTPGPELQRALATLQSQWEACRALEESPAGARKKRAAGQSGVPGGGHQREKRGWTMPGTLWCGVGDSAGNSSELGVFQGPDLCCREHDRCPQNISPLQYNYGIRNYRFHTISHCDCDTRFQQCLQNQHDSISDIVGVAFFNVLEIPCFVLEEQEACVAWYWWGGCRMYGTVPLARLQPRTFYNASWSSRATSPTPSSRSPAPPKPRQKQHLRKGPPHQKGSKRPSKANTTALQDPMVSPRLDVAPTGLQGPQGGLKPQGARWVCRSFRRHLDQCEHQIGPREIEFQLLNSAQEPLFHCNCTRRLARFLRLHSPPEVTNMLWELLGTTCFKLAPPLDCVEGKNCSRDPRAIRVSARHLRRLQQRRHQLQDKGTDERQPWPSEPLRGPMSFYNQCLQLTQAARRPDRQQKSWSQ
# hcDAF12 agonist = activators of H. contortus DAF-12 nuclear receptor; HEK293 hcDAF-12 lit1-tk-luc reporter, luminescence; 0% DMSO, 100% Δ7-dafachronic acid; activation, % at 6.8 µM; actives 1.4% (n = 370,000);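 active means activation above the mean of all tested compounds plus 3 SD, cut at about 5.5% in these data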;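 further: 100% = response to 3 µM Δ7-dafachronic acid high control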
# hgDAF-12 ag = agonists of H. glycines DAF-12 nuclear receptor | actives 1.8% (n = 370,000) | activation, % at 6.8 µM | HEK293 GAL4-hgDAF12 UAS-luciferase reporter, agonist luminescence; normalized to butyrate control | AID 687014;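 active means activation above a cutoff set at the mean of all screened compounds plus 3 SD, cut at about 10% in these data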;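 further: 0% = DMSO wells and 100% = sodium butyrate wells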
# ADAM17 inh = inhibits human ADAM17; P78536; recombinant ADAM17, EDANS/DABCYL FRET peptide cleavage; inhibition, % at 6.95 µM; actives 0.83% (n = 370,000);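 active means inhibition above the mean of compounds lying between control limits plus 3 SD, set per campaign, cut at about 8.5% in these data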;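 further: 0% = DMSO-only wells as the low control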
# ssDAF12 agonist = S. stercoralis DAF-12 activation, primary screen; HEK293 ssDAF-12/GRIP1 lit1-tk-luc reporter, luminescence; % of 3 µM dafachronic acid response; actives 1% (n = 370,000); activation, % at 6.8 µM; AID 652126;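 active means activation above the mean over all tested compounds plus 3 SD, cut at about 0.9% in these data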;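 further: 0% = DMSO-only wells and 100% = 3 µM delta7-dafachronic acid wells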
# ADAM10 inh = inhibits human ADAM10. inhibition, % at 7 µM. AID 720582. recombinant ADAM10, EDANS/DABCYL FRET peptide cleavage, 3 h. actives 0.62% (n = 370,000);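 active means inhibition above a per-campaign cutoff equal to the mean of compounds falling between control-based bounds plus 3 SD, cut at about 20% in these data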;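 further: 0% = DMSO wells while the 100% control is not disclosed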
# Target sequence (O14672 214-748 limits assumed): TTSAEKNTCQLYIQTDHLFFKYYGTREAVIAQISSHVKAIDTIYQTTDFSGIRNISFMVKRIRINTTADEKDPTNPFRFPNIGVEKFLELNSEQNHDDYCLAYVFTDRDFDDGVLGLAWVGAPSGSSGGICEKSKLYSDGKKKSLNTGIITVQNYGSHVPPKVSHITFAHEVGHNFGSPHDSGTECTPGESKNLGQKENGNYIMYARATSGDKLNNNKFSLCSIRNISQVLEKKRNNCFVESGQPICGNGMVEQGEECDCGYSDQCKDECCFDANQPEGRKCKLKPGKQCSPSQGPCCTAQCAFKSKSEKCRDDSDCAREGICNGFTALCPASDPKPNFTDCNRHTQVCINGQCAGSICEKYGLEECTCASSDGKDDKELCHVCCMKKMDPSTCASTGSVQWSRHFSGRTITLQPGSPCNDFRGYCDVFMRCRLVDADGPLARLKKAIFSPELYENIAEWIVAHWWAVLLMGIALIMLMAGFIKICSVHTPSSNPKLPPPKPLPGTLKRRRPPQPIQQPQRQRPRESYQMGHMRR
# PLCb3 inh = inhibitors of human phospholipase C beta3; Purified PLC-beta3, fluorogenic substrate, fluorescence; actives 0.18% (n = 370,000); inhibition, % at 12.2 µM; AID 720704; Q01970; in the data active means inhibition above about 11%;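 further: 0% = median of compound wells on plate and 100% = full blocker control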
# DAX1 inh-1 = inhibits human nuclear receptor DAX1 | HEK293 Gal4-DAX1 luciferase reporter, luminescence | inhibition, % at 6.75 µM | actives 0.99% (n = 340,000) | AID 504766;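 active means inhibition above the mean over all tested compounds plus 3 SD, cut at about 4.2% in these data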;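 further: 0% = DAX1-transfected cells with DMSO and 100% = empty-vector control cells with DMSO; inhibition shows as a rise in luminescence from relieved DAX1 repression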
# PLCg1 inh = blocks human PLC-gamma1 enzyme activity | P19174 | purified PLC-gamma1, fluorogenic substrate, fluorescence | actives 0.84% (n = 370,000) | inhibition, % at 12.2 µM; in the data active means inhibition above about 9.5%
# DAX1 inh-2 = DAX1 (NR0B1) inhibition, primary screen; HEK293T StAR-luciferase reporter, SF-1/DAX-1 repression relief; inhibition, % at 6.8 µM; actives 1.1% (n = 370,000); AID 652010;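 active means inhibition above the mean over all tested compounds plus 3 SD, cut at about 3.6% in these data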;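 further: 0% = DAX-1 cells with DMSO and 100% = cells lacking DAX-1 with DMSO; higher inhibition means more luminescence from relief of DAX-1 repression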
# Active calls of the source: *; i = inactive; x = no result given. Compounds as they come; about 6.9% have a hit in one of these screens.
Compound,FXN GAA850 act,HGIII-sPLA2 inh,hcDAF12 agonist,hgDAF-12 ag,ADAM17 inh,ssDAF12 agonist,ADAM10 inh,PLCb3 inh,DAX1 inh-1,PLCg1 inh,DAX1 inh-2
CCCCC1=CC2=C(c3ccco3)C(=O)C(C)(OC(=O)c3ccc(OC)cc3)C(=O)C2=CN1CCCOC(C)C (stereo not given),-1.1,-10.2,0.1,0.2,-14.8,-0.8,-46.0,-101.6,1.2,-59.4,0.3
CCNC(=O)C1(C)CCCN1C(=O)c1ccc(C#N)cc1 (stereo not given),-0.1,-2.0,-1.5,4.1,0.6,-0.7,-3.5,2.7,x,1.3,-1.3
COc1ccc(-n2nc(C(=O)NCCCN3CCOCC3)c3ccccc3c2=O)c(OC)c1,-0.5,2.8,1.4,-1.2,-2.2,-1.3,2.9,-9.3,0.2,2.2,0.2
CC(C)(C)OC(=O)N1CCC(C(=O)Nc2ccc3c(c2)CCC3)CC1,5.7,5.3,2.2,12.2*,-1.5,0.3,-6.2,-4.5,1.0,-0.8,4.7*
CN(C(=O)CSc1nc(C2CC2)nc2ccccc12)c1nc(-c2ccccc2)cs1,1.2,3.2,-1.4,0.1,-4.7,-0.8,-3.6,-1.5,-1.7,-1.8,-0.2
CCc1ccc(NC(=S)N2CCC(NC(=O)c3ccccc3)CC2)cc1,-1.0,3.4,-3.1,1.8,2.3,-0.9,7.3,-3.1,0.9,-1.5,0.6
O=C(CSc1ccccc1Cl)NC1CCCc2ccccc21 (stereo not given),2.2,-2.8,-2.5,0.7,-0.9,-0.8,0.4,1.8,-0.4,0.5,0.2
COc1cccc(/C=N/NC(=O)CC(=O)NCCc2ccc(OC)c(OC)c2)c1,1.2,-5.7,-1.7,-2.7,-1.9,-1.0,-6.2,3.8,0.2,-1.4,-0.2
COc1cccc(NS(=O)(=O)c2ccc3c(c2)CCCN3C(C)=O)c1,-2.1,10.7,-2.3,-2.4,-3.2,-2.2,-3.8,-5.9,-1.1,4.0,-0.5
Cc1ccc(NC(=O)C2CCCN2S(=O)(=O)c2ccc3c(c2)CCC(=O)N3)cc1Cl (stereo not given),0.5,-0.2,-1.3,-2.5,-1.8,-0.8,-9.0,1.7,2.3,2.1,-1.6
CCN(CC)CCNC(=O)C1(O)c2cc(Br)ccc2NC(=O)N1c1cccc(OC)c1 (stereo not given),0.8,7.5,-0.1,2.9,-6.2,-0.9,1.7,-5.2,0.4,-2.9,0.1
COc1ccc(OCCSc2nnc(-c3cccnc3)n2N)cc1,-0.2,-4.0,-2.5,1.6,-1.5,-1.5,6.3,4.4,0.8,0.3,-0.5
COc1cccc(NC(=O)Nc2ccc3c(c2)N(C)C(=O)CS3)c1,-3.0,-22.5,-1.5,-0.4,4.9,-1.4,9.7,3.7,0.5,5.4,-1.4
CCCNC(=O)c1ccccc1NC(=O)c1ccccc1N(C)S(=O)(=O)c1ccccc1,13.6*,-2.6,-0.3,-0.2,2.8,-1.8,-1.4,4.2,1.8,2.8,0.3
CCN1CCN(S(=O)(=O)c2ccc(Cl)c(C(=O)Nc3ccc(OC(F)F)cc3)c2)CC1,-3.3,-13.2,2.2,-2.6,-4.8,-0.9,-16.8,-11.4,-0.6,-4.7,-1.0
CC(=O)c1c(C)n(C)c2ccc(O)cc12,-1.2,-2.0,-1.8,-0.2,1.1,-1.2,-4.1,0.1,1.3,1.2,-0.2
CCn1nc(C(=O)NCc2nnc3ccccn23)c2ccccc2c1=O,-0.6,8.5,-1.0,-0.5,-3.2,-1.1,-20.8,-0.4,1.1,7.3,-3.1
CC(=O)NC(CC(=O)Nc1cccc(S(=O)(=O)N2CCCCC2)c1)c1ccccc1 (stereo not given),-1.6,1.1,-0.6,0.4,-5.7,-1.9,-11.1,0.2,-0.4,-1.7,-0.5
N#CCC1c2ccccc2CCN1C(=O)Nc1cccc(Cl)c1 (stereo not given),-0.5,-4.6,-0.8,-1.5,3.1,-0.8,14.8,0.8,-0.6,0.8,-0.9
CCOC(=O)C1=C(N)Oc2c(oc(CO)cc2=O)C1c1ccc(Cl)cc1 (stereo not given),0.8,6.7,-1.7,0.2,-0.5,-1.3,3.1,-4.4,0.8,-0.9,0.2
COc1ccc(/C=N/NC(=O)c2nnn(-c3nonc3N)c2-c2cccs2)cc1OC,-0.6,-25.7,-2.4,5.3,-9.8,-0.9,-22.3,-167.6,0.4,-96.4,0.0
COc1cccc(/C=N/n2nnc3c(cnn3-c3ccccc3)c2=O)c1,-1.6,7.4,-0.4,1.7,-4.7,-1.2,-4.6,-8.5,1.5,2.1,-0.5
Cc1[nH]nc2c1C(c1ccoc1)C(C#N)=C(N)O2 (stereo not given),-2.1,-0.9,-0.5,1.5,0.1,-0.8,-13.9,-4.1,0.7,-5.3,-0.4
Cc1ccc(-c2nnn(CC(=O)Nc3ccccc3N3CCOCC3)n2)cc1,-1.2,-26.8,-2.1,-2.9,7.0,-0.3,2.7,4.9,0.1,10.5*,-0.2
COc1cc(N=Nc2ccc3ccccc3c2)ccc1O,6.8,-19.0,5.5,8.8,4.5,1.7*,17.8,-5.0,8.1*,2.5,1.7
CN(C)CCN(C(=O)C1CCN(S(=O)(=O)c2cccs2)CC1)c1nc2ccccc2s1,0.2,-1.4,0.0,-1.2,-0.9,-0.7,-1.7,3.9,0.1,-1.8,1.4
Cn1c(N/N=C/c2cccs2)cc(=O)n(C)c1=O,2.0,-2.3,2.2,0.4,-30.8,-0.2,-90.8,-13.8,-0.1,-10.3,0.5
O=C(NCCN1CCOCC1)c1ccc(S(=O)(=O)Nc2ccccc2)cc1,0.4,8.5,-0.6,3.1,-3.1,-1.1,-4.3,-1.6,-0.2,-0.8,-0.1
Cc1cccnc1C(NC(=O)C1CCN(Cc2ccc3ccccc3n2)CC1)c1ccc(Cl)cc1 (stereo not given),-0.2,-12.2,-0.4,-0.3,0.8,-0.2,5.6,-2.9,x,-0.6,-1.4
CC(=O)c1ccc(NC(=O)CN2CCN(c3ncccn3)CC2)cc1,-1.2,-1.8,-1.1,0.2,-10.3,-1.1,-7.6,-0.9,-1.0,2.2,-0.2
CCN1C(=O)C2C(C1=O)N1C(c3cccs3)C3C(=O)N(CC)C(=O)C3N1C2c1cccs1 (stereo not given),0.3,-4.8,-1.2,0.8,-3.4,-1.2,-0.9,-1.0,-1.0,1.4,0.3
CS(=O)(=O)N1CCc2cc(C(=O)N3CCN(c4ccc(F)cc4)CC3)ccc21,0.7,0.5,-2.0,-0.2,-2.6,-0.4,-1.1,-3.2,0.0,3.3,-0.5
O=C(NC1CCCN(Cc2ccc(Cl)cc2)C1)c1c(F)ccc(F)c1F (stereo not given),-1.3,13.2,-0.8,0.2,-1.5,-1.3,3.5,-3.4,-0.6,0.3,-0.4
COc1cccc(/C=C/C(=O)OCC(=O)Nc2cc(S(=O)(=O)N3CCOCC3)ccc2C)c1,3.3,-16.1,-0.9,0.1,-38.7,-1.5,-107.0,-126.5,-0.9,-83.7,-0.8
CCN1CCN(C(=O)CCc2nc3ccccc3n2-c2ccccc2)CC1,-1.8,-2.1,1.8,-0.2,-3.1,-1.3,-6.4,4.3,-0.3,1.9,-0.1
CC1Nc2ccccc2C(=O)N1NS(C)(=O)=O (stereo not given),1.9,4.1,0.2,-1.2,-237.8,-0.8,i,-497.9,1.4,-464.9,0.1
COc1ccc(C(=O)NC(C)c2cc(OC)c(OC)cc2Br)cc1 (stereo not given),-4.6,3.9,-2.1,-4.4,-3.8,-1.2,-1.5,0.4,1.1,0.1,-1.8
O=C(NC1CCN(Cc2ccccc2)CC1)c1ccccc1,2.4,7.1,-0.3,-3.3,-1.0,-1.1,-2.3,-5.8,1.9,0.1,-0.1
CCOC(=O)C(=O)N(C)c1c(CC)nc2c(OCc3ccc(OC)cc3)cccn12,-1.3,-10.3,0.2,1.3,-1.7,-1.6,-4.0,-2.9,x,-2.8,-1.4
CC(C)n1nccc1N(Cc1ccc(C#N)cc1)S(=O)(=O)c1ccccc1,3.8,4.1,0.2,-1.5,2.4,-1.2,2.6,-3.1,0.5,1.9,0.4
Cc1cccc(NC(=O)CSc2ccc3nnc(-c4cccnc4)n3n2)c1,2.4,9.6,-0.3,1.3,-2.9,-0.8,-4.5,-0.8,0.0,2.9,-0.4
Cc1cc(NC(=O)CCC(=O)N(Cc2ccco2)C(C(=O)NC2CCCC2)c2ccccc2C)no1 (stereo not given),-2.2,-0.9,-0.5,0.4,2.3,-1.0,-4.2,7.2,-2.2,0.3,-0.6
O=C(Cc1ccccc1F)N1CCC(n2nnc3ncccc32)CC1,x,13.8,-1.2,2.4,-1.9,-0.9,-9.2,-0.4,x,1.2,-0.6
Nc1nonc1-n1nnc(C(=O)N/N=C/c2cc(Br)ccc2O)c1CNc1ccccc1,-3.3,18.3,-0.4,0.2,-1.2,-0.6,5.3,-48.7,0.5,-27.6,-1.0
COc1cc(OC)cc(C(=O)NCCCN2CCN(CCCNC(=O)c3cc(OC)cc(OC)c3)CC2)c1,0.1,-0.8,-0.7,-1.9,-3.7,-1.1,1.9,-3.7,-0.8,-1.0,0.1
Cc1cc(C)c(OCCN2CCOCC2)c(Cl)c1,0.0,7.1,-0.8,-1.4,-1.4,-1.6,-0.9,-4.1,-1.0,1.5,-0.6
CN(C)CC(C)(C)NS(=O)(=O)c1ccc(Cl)cc1,0.1,1.5,-0.4,-0.5,0.8,-1.4,6.5,1.8,-0.3,4.5,-0.4
CC(C)CNC(=O)c1ccccc1Oc1ccccc1,1.3,3.5,-1.2,-0.1,-2.7,-1.3,1.2,0.2,0.7,0.0,-0.4
CCN(CC)P(=O)(Nc1ccc(SC(F)F)cc1)c1ccc(N(C)C)cc1NC(=O)c1ccco1 (stereo not given),1.2,-7.6,2.6,-4.7,8.2,0.6,12.6,-9.7,2.8,-4.5,-1.5
COc1ccc(-c2cc(-c3ccc(O)cc3)nc(N)c2C#N)cc1OC,3.0,-29.5,-3.6,-5.1,-153.9,-1.8,-380.4,i,0.2,i,-1.9
CCOc1cc(C2C3=C(CC(C)(C)CC3=O)Nc3n[nH]c(C)c32)ccc1O (stereo not given),1.8,0.1,-0.4,0.6,-0.8,-0.6,-5.9,-3.2,-0.3,0.8,-0.3
CC(O)(c1cccc(F)c1)c1nc(-c2cccc(C(F)(F)F)c2)cs1 (stereo not given),-0.9,2.5,-0.4,1.9,11.1*,-0.3,23.2*,0.7,x,4.3,-0.5
C=CCNC(=S)/C(=C(\[O-])c1ccc(Cl)cc1)[n+]1ccccc1,0.3,0.2,-1.3,-0.7,-0.9,-1.0,-3.4,-16.3,-1.1,-10.2,-0.1
